Rv3671c protease: Rv3671c serine protease inhibitors, primary screen, biochemical, fluorescence polarization, M. tuberculosis H37Rv; inhibition, % at 5.96 µM; 0.048% of 320,000 active; AID 2606, 2010; in the data active means inhibition above about 38%;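 further: extracellular domain of Rv3671c used as enzyme; 0% = enzyme with DMSO and 100% = no enzyme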
SSB-PriA inh: inhibitors of Klebsiella pneumoniae PriA binding to SSB C-terminal tail, primary screen, biochemical, AlphaScreen. PriA–SSB C-terminal tail interaction (Klebsiella pneumoniae). AlphaScreen SSBct-PriA binding, biotinylated peptide. inhibition, % at 33 µM. 0.6% of 430,000 active. AID 1272365, 2023; in the data active means inhibition mostly above about 37%, no sharp cut-off; inactive means mostly below about 20%;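 further: plate controls were negative control peptide for no effect and reference peptide for full effect; strong numbers were not always called active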
MazF activator: activators of E. coli MazEF toxin-antitoxin RNase, primary screen, biochemical, fluorescence, uHTS; 0.32% of 350,000 active; Endoribonuclease toxin MazF (Escherichia coli (strain K12)), P0AE70; FAM/BHQ RNA-DNA oligo cleavage fluorescence, 5 h; AID 504720, 2011; activation, % at 20 µM; in the data active means activation above about 50%
3CLpro inhibitor: SARS-CoV 3CLpro protease inhibitors, primary screen, biochemical, quenched FRET; 0.14% of 290,000 active; recombinant SARS-CoV 3CLpro, quenched FRET peptide cleavage; inhibition, % at 6 µM; in the data active means inhibition above about 12%
BH1578 lux ind: inducers of Vibrio cholerae quorum light production without autoinducers, primary screen, BH1578 luxS cqsA deficient, single point. activation, % at 18.7 µM. 0.16% of 350,000 active. V. cholerae BH1578 lux reporter, luminescence, 6 h; in the data active means activation mostly above about 9.7%, no sharp cut-off; inconclusive means no clear call, values can overlap the other calls; inactive means mostly below about 3.7%; further: not every result past the cut was called active; inactives centre near 0; reference of the scale not given here
Anthrax LF inh2: Bacillus anthracis LF protease inhibitors, primary screen, biochemical, multiplex microsphere, MLPCN library; inhibition, % at 10 µM; Lethal factor (Bacillus anthracis), P15917; multiplex microsphere protease cleavage assay; AID 588501, 2011; 0.12% of 360,000 active; in the data active means inhibition above about 30%; inconclusive means no clear call, values can overlap the other calls; further: plate controls were buffer without enzyme for full effect and enzyme alone for no effect
Yp Topo-I inh: Yersinia pestis topoisomerase I inhibitors, primary screen, biochemical, cleavage product accumulation, plate reader, single point; Y. pestis Topo-I cleavage product accumulation; 0.064% of 360,000 active; activity, % at 10 µM; DNA topoisomerase I (Yersinia pestis CO92); AID 504884, 2011; in the data active means activity above about 50%, passing the limit was not always enough; inconclusive means no clear call, values can overlap the other calls; further: inactives centre near 2
PfHsp40 rescue: rescue of yeast from PfHsp40 toxicity, primary screen, S. cerevisiae, ATP luminescence | S. cerevisiae expressing PfHsp40, growth rescue | growth rescue, % at 12.5 µM | 0.68% of 340,000 active; in the data active means growth rescue above about 28%, passing the limit was not always enough; inconclusive means no clear call, values can overlap the other calls;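 further: yeast W303a lacking pdr1 and pdr3 grown in galactose medium; growth measured after three days at 30 °C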
DUSP3 inh: VHR1 phosphatase inhibitors, primary screen, biochemical, absorbance, uHTS; Dual specificity protein phosphatase 3 (Homo sapiens), P51452; recombinant VHR phosphatase, pNPP absorbance; inhibition, % at 13.3 µM; 0.52% of 290,000 active; AID 1654, 2009; in the data active means inhibition above about 50%; further: some compounds called inactive have numbers as strong as hits
TcdB GH inh: TcdB glycohydrolase inhibitors, primary screen, biochemical, single point, plate reader | Toxin B (Clostridioides difficile), P18177 | TcdB glycohydrolase enzymatic assay | inhibition, % at 9.99 µM | 0.24% of 350,000 active; in the data active means inhibition above about 10%
Target sequence (P18177 whole entry, looked up): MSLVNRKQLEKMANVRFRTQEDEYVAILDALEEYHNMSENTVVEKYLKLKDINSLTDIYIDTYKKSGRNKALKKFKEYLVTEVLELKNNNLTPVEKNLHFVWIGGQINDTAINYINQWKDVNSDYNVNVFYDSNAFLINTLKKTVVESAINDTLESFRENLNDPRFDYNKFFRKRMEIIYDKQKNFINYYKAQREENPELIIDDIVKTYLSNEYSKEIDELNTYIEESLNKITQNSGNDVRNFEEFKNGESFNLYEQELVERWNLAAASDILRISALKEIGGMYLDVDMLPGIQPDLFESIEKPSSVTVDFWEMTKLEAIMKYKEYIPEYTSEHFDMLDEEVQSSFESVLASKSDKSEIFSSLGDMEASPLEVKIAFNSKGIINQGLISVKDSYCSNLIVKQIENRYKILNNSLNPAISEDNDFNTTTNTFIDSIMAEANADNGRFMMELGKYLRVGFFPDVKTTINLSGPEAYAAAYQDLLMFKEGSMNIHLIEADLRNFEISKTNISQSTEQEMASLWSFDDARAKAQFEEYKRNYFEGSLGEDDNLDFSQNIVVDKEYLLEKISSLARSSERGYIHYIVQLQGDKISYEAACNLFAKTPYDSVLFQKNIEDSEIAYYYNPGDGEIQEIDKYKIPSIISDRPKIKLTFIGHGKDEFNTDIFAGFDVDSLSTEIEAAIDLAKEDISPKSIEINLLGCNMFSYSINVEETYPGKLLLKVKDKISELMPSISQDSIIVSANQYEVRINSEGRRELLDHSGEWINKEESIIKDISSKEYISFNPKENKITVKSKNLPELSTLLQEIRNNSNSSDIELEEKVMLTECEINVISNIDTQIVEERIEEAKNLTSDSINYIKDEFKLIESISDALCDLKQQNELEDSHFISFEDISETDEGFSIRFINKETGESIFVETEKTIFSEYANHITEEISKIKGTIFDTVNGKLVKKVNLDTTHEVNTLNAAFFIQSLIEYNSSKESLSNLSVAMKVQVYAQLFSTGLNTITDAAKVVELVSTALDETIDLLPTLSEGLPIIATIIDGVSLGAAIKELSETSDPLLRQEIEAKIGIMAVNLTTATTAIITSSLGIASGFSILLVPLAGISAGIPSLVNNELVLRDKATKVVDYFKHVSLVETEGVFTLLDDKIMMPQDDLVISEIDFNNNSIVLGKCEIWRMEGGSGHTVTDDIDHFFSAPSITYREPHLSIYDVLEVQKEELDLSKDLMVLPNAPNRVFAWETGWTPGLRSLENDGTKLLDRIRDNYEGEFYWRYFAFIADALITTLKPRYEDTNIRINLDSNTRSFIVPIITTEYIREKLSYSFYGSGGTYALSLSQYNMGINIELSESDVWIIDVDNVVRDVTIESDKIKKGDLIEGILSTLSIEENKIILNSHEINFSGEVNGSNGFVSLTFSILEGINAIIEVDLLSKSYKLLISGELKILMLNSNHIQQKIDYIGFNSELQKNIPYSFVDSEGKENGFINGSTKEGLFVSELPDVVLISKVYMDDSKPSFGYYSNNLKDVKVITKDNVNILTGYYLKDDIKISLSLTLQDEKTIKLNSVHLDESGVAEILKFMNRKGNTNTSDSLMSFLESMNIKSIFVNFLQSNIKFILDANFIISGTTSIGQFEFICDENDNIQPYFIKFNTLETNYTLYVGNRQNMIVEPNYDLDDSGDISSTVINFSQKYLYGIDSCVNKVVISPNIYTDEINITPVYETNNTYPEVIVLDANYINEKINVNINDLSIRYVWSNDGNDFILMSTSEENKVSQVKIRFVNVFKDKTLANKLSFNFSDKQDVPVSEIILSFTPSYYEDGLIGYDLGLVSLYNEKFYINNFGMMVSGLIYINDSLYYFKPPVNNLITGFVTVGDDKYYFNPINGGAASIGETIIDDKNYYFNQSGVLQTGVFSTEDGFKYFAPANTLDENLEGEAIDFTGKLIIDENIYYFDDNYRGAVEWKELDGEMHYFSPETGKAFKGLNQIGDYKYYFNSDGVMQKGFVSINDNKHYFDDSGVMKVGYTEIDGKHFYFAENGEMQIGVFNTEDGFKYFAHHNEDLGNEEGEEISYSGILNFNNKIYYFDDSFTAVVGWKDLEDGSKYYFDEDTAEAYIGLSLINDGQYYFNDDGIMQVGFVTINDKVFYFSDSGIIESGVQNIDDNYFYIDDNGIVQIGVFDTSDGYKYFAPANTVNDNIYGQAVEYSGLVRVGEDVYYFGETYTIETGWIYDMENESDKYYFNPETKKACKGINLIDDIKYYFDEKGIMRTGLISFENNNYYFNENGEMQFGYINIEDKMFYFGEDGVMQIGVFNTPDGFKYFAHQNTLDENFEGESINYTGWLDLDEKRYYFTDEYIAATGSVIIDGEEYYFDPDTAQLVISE
* = called active by the depositor; i = inactive; ? = inconclusive; . = no result given; & = joins results of further samples. A portion of the library; rates above refer to the full screens.

SMILES	Rv3671c protease	SSB-PriA inh	MazF activator	3CLpro inhibitor	BH1578 lux ind	Anthrax LF inh2	Yp Topo-I inh	PfHsp40 rescue	DUSP3 inh	TcdB GH inh
O=C(CSc1ccc(-c2ccncc2)nn1)c1ccc(Cl)cc1	-1	1	-7	4	i	-7	13	-0.2	8	1.5
CCOc1ccc(S(=O)(=O)NCCC(=O)NCC2(N3CCCCC3)CCCCC2)cc1	-2	-11	-2	-1	i	0	-2	-0.7	36	1.0
COC(=O)c1ccc(C)c(NS(=O)(=O)c2ccc(OC)c(OC)c2)c1	-3	-4	-8	4	-0.3	8	4	0.0	26	.
Nc1ccc(C(=O)c2cccs2)cc1[N+](=O)[O-]	-3	-7	7	-2	i	-1	3	0.1	8	1.3
COc1cc(/C=C(\C#N)c2nc3ccccc3[nH]2)ccc1OC(=O)c1ccco1	-35	-7	56*	-7	-0.1	-1	28	-0.9	-11	1.0
CN1CCc2c(sc3nc(SCC(=O)N4CCCCC4)n(-c4ccccc4)c(=O)c23)C1	-3	7	0	2	i	13	-1	-0.1	10	0.5
O=C(NCc1cccs1)C(=O)c1cn(CC(=O)N2CCCC2)c2ccccc12	3	-10	0	-1	i	2	13	-0.3	10	2.3
O=C(Nc1cc(Cl)ccc1N1CCOCC1)c1ccc(N2CCCC2=O)cc1	4	-2	8	.	-1.3	-2	4	0.0	.	-5.5
COc1cc(OC)c(NC(=O)CNC(=O)Cn2ccc3ccccc3c2=O)cc1Cl	4	4	7	-6	1.2	0	5	-0.4	12	1.7
COc1ccc(C(=O)Oc2cccc(Nc3ncnc4ccccc34)c2)cc1OC	-26	-7	-2	2	-0.3	0	9	2.9	5	.

Gathered by group: the entries above containing an aryl methoxy group (4)
SMILES	Rv3671c protease	SSB-PriA inh	MazF activator	3CLpro inhibitor	BH1578 lux ind	Anthrax LF inh2	Yp Topo-I inh	PfHsp40 rescue	DUSP3 inh	TcdB GH inh
COC(=O)c1ccc(C)c(NS(=O)(=O)c2ccc(OC)c(OC)c2)c1	-3	-4	-8	4	-0.3	8	4	0.0	26	.
COc1cc(/C=C(\C#N)c2nc3ccccc3[nH]2)ccc1OC(=O)c1ccco1	-35	-7	56*	-7	-0.1	-1	28	-0.9	-11	1.0
COc1cc(OC)c(NC(=O)CNC(=O)Cn2ccc3ccccc3c2=O)cc1Cl	4	4	7	-6	1.2	0	5	-0.4	12	1.7
COc1ccc(C(=O)Oc2cccc(Nc3ncnc4ccccc34)c2)cc1OC	-26	-7	-2	2	-0.3	0	9	2.9	5	.

Returning to the listing; the 2 compounds before the break are reprinted first.
SMILES	Rv3671c protease	SSB-PriA inh	MazF activator	3CLpro inhibitor	BH1578 lux ind	Anthrax LF inh2	Yp Topo-I inh	PfHsp40 rescue	DUSP3 inh	TcdB GH inh
COc1cc(OC)c(NC(=O)CNC(=O)Cn2ccc3ccccc3c2=O)cc1Cl	4	4	7	-6	1.2	0	5	-0.4	12	1.7
COc1ccc(C(=O)Oc2cccc(Nc3ncnc4ccccc34)c2)cc1OC	-26	-7	-2	2	-0.3	0	9	2.9	5	.
COc1ccc2nc(C)c(C(=O)NN)cc2c1	2	-6	1	1	-0.9	-2	-7	1.0	39	.
CN1C(=O)NC(c2ccccc2)C2=C1CN(CCc1ccccc1)C2=O (stereo not given)	-5	-20	-4	2	i	0	0	-0.2	29	.
NC(=S)NN=C(c1ccccc1)c1ccccc1	2	11	-11	3	i	5	9	0.0	36	1.5
CC(=O)Nc1ccccc1-c1nc2ccccc2nc1OCC(=O)c1ccc2ccccc2c1	-11	-11	-13	4	i	-1	-9	-1.3	17	.
Cc1ccc(NS(=O)(=O)c2ccc(Br)s2)nc1	5	1	-13	-3	0.3	-7	8	0.2	-3	0.1
COc1cccc(NC(=O)C(c2ccccc2)N2CCCCC2)c1 (stereo not given)	9	-8	2	3	-0.4	2	-7	0.7	10	-0.1
Cc1ccccc1C(C)NS(=O)(=O)c1ccc2c(c1)OCCO2 (stereo not given)	-12	2	3	.	-0.6	-5	11	-0.3	.	0.3
COCc1nc2oc3ccc(C)cc3c(=O)c2cc1C(=O)OC	0	-8	3	1	1.2	5	5	-0.7	7	-0.2
O=C(Nc1cccc(Cl)c1)c1cccc(Oc2ccc([N+](=O)[O-])cc2Cl)c1	-172	-6	8	-4	i	-1	-16	-0.8	8	-0.6
O=C(O)CC(NC(=O)COc1ccc(Cl)cc1Cl)C(=O)O (stereo not given)	4	-3	-2	2	i	-1	-3	0.5	-19	.
Nc1nnc(CSCc2ccccc2Cl)s1	0	5	7	1	-1.9	-6	-2	2.8	25	0.6
CCn1cnc2c1c(=O)n(Cc1nnc3n1-c1ccccc1SC3)c(=O)n2Cc1ccccc1	4	-6	8	0	1.0	2	25	2.0	3	.
Cc1cc(NC(=O)CSc2nnnn2C2CCCC2)no1	-13	-5	1	2	-3.6	2	6	-0.8	8	.
CS(=O)(=O)N(CC(=O)Nc1ccc(Cl)c(Cl)c1)C1CCCCC1	-3	-21	9	1	i	-2	7	-0.3	7	.
CCC(NS(=O)(=O)c1c(C)[nH]c(=O)[nH]c1=O)C12CC3CC(CC(C3)C1)C2 (stereo not given)	3	-5	-9	-4	i	-4	17	1.6	-2	0.0
O=C(NCc1ccc2c(c1)OCO2)c1nc(S(=O)(=O)Cc2ccccc2F)ncc1Cl	3	-7	3	1	-0.2	-1	33	0.1	-3	1.8
CCN(C[C@H]1N[C@@](C)(C(=O)OC)[C@H]2C(=O)N(C)C(=O)[C@@H]12)C(=O)Nc1ccccc1	-2	0	1	.	-12	-11	2	1.0	.	1.4
CC(=O)Nc1nc(-c2ccc(Br)s2)cs1	-2	36&-22	3	-8	i	4	-3	-1.1	10	.
O=C(NC1CCCN(CCc2ccccc2)C1)C1CCCC1 (stereo not given)	8	-10	10	0	0.8	.	7	-0.3	-11	0.3
Cc1oc(-c2ccc(-c3ccccc3)cc2)nc1CN(CCO)C(C)C	0	3	4	4	0.7	-17	13	1.9	-4	1.0
CCc1ccc(CN(C)C(=O)c2cc(COc3cccc4cnccc34)on2)cc1	-9	-15	-16	8	-0.2	1	?	0.2	15	1.2
O=C(Nc1ccc(NC(=O)c2ccccc2Br)cc1)c1ccccc1	3	-7	1	1	-0.9	20	12	0.0	-6	-2.3
CSc1ccccc1NC(=O)CN(C)C(=O)CNc1ccc(C(F)(F)F)cc1[N+](=O)[O-]	10	-8	17	.	-1.6	-3	2	-2.1	.	-0.8
CCOC(=O)N1CCC(NC(=O)C2CCCN(C(=O)N3CCOc4ccccc43)C2)CC1 (stereo not given)	3	4	-10	1	0.6	-4	-4	1.5	-2	.
CC(C)Oc1ccc(CN2CCC2(C)C(=O)Nc2cccc3cccnc23)cc1 (stereo not given)	.	.	.	.	0.9	4	-1	.	.	1.0
CCCS(=O)(=O)N1CCC(C(=O)NCCN(C)Cc2ccccc2)CC1	-3	14	-4	-4	i	3	2	1.4	26	.
CCOc1ccc2c(c1)sc(=NC(=O)C1CC1)n2C	0	-11	3	2	-0.2	-2	-4	1.1	4	0.4
COc1ccc(OC)c(/C=C2\SC(=S)N(NS(=O)(=O)c3ccc(C)cc3)C2=O)c1	0	-6	-5	2	i	-1	10	2.9	.	0.0
CCC(C)N(C(=O)CSc1nnc(C)n1C)C1CCS(=O)(=O)C1 (stereo not given)	2	-5	1	.	i	-2	0	0.9	.	3.1
COc1ccc(OCc2nnc(SCC(=O)N3CCCCC3)o2)cc1	-3	1	6	1	-0.4	-5	5	-0.8	7	0.1
CCC(C)[C@H](NC(=O)C1CC(=O)N(c2ccc3c(c2)OCCO3)C1)C(=O)NC1CCCC1 (stereo not given in full)	0	4	2	-4	-0.3	0	3	-0.4	39	3.3
O=C(Cc1ccc(Cl)cc1)NC1CCS(=O)(=O)C1 (stereo not given)	6	6	-5	3	i	4	-6	-0.3	0	2.4
COc1ccc(CNC(=O)c2cccc3c2C(=O)N(CC2CCCO2)C3)cc1 (stereo not given)	0	4	-8	-2	-0.2	6	15	-0.2	9	-5.5
CCOC(=O)/C(C#N)=C/c1cn(CCOc2ccc(OC)cc2)c2ccccc12	-21	-22	-7	3	-0.3	-2	11	0.7	0	-0.1
Cc1cc(C)cc(-n2ncc3c2CCCC3NC(=O)CCCn2cncn2)c1 (stereo not given)	-1	4	1	-4	0.2	-1	0	-1.6	14	0.9
COC(=O)c1ccsc1NC(=O)c1ccc2c(c1)OCCO2	-9	-22	11	.	-0.4	-4	8	-0.6	6	1.1
COC(=O)c1[nH]c2ccc(C)cc2c1NS(=O)(=O)c1ccc(F)c(C)c1	-8	3	-14	5	2.9	-1	-1	2.9	10	.
O=C(CCl)NC1(C(F)(F)F)C(=O)Nc2c1c(=O)[nH]c(=O)n2-c1ccccc1 (stereo not given)	-1	-4	2	5	1.2	-3	2	-0.8	-6	2.1
CC1CCCCC1NC(=O)CN1C(=O)NC(C)(c2cccc(Br)c2)C1=O (stereo not given)	-1	-11	-11	.	i	.	-5	-0.8	.	0.6
Cn1nnc2c(sc3nc(N4CCOCC4)c4c(c32)CCCC4)c1=O	4	-6	25	3	4.6	-2	-11	0.5	12	.
COc1ccc(NS(=O)(=O)c2cccc(NC(=O)CNC(C)=O)c2)cc1	-9	-15	6	-2	i	-2	0	1.0	19	-0.7
CC(CNC(=O)c1cccs1)c1ccc([N+](=O)[O-])cc1 (stereo not given)	8	-5	-7	-3	i	-5	-1	-0.1	-5	2.4
CCOc1cc(C(=O)Oc2cc(C)[nH]c(=O)c2[N+](=O)[O-])cc(OCC)c1OCC	0	-17	2	2	i	0	0	-1.5	-18	2.3
COCCNC(=O)c1cc2c(s1)-c1ccc(Cl)cc1SC2	.	-3	1	2	i	2	14	2.6	10	1.1
Cc1cc(C)nc(N/N=C/c2ccccc2OCC(=O)O)n1	7	.	6	10	i	-15	6	3.2	.	-7.3

Source: PubChem BioAssay
